ADAM10 inh: human ADAM10 inhibitors, primary screen, biochemical, QFRET, HTS; inhibition, % at 7 µM; recombinant ADAM10, EDANS/DABCYL FRET peptide cleavage, 3 h; 0.62% of 370,000 active; AID 720582, 2013; Disintegrin and metalloproteinase domain-containing protein 10 (Homo sapiens), O14672;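 active = inhibition above a per-campaign cutoff equal to the mean of compounds falling between control-based bounds plus 3 SD, cut at about 20% in these data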;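 note: 0% = DMSO wells while the 100% control is not disclosed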
Target sequence (O14672 214-748 limits assumed): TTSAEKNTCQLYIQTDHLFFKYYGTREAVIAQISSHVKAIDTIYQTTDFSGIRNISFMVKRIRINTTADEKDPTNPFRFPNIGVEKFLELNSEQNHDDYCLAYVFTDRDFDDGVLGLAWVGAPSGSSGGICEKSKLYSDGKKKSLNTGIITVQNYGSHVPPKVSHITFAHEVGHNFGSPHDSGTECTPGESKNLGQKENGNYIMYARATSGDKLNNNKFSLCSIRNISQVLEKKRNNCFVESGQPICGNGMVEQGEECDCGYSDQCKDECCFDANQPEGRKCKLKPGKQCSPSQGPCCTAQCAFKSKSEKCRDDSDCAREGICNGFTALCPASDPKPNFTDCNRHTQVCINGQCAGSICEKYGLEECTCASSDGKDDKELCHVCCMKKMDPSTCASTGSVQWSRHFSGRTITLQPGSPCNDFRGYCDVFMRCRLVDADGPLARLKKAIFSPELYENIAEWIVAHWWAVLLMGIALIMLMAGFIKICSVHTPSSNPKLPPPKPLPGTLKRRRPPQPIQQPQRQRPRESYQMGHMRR
DDE Tn7 FP inh: inhibitors of Tn7 peptide binding to fibrin DD(E), primary screen, biochemical, fluorescence polarization, human fibrin, Tn7 probe; Fibrinogen beta chain (Homo sapiens), P02675; FP displacement of FITC-Tn7 peptide from fibrin DD(E); 0% = median of compound wells per plate; inhibition, % at 8.3 µM; 0.13% of 370,000 active;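 active = inhibition above the mean of compounds falling within the control limits plus 3 SD of them, cut at about 14% in these data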;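 note: 0% = plate median of compound wells and 100% = 10 µM Aha-Tn7 peptide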
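Assay system: human fibrin DD(E) protein / Input: 2 µM fibrin DD(E) / Benchmarks: high control of 10 µM Aha-Tn7 peptide / Measured by: fluorescence polarization of the labelled Tn7 tracer / Medium: Tris buffer with calcium and detergent, pH 7.8 / Timing: 10 min compound pre-incubation, 3 h probe incubation at room temperature / Repeats: one replicate per compound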
ARFGAP1 inhibitor: inhibitors of rat ARFGAP1 GAP activity, primary screen, biochemical, fluorescence polarization, GDP tracer; Arfgap1-stimulated ARF1 GTP hydrolysis, GDP FP detection; ADP-ribosylation factor GTPase-activating protein 1 (Rattus norvegicus), Q62848; AID 651572, 2012; inhibition, % at 16.5 µM; 0.26% of 360,000 active;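 active = inhibition above a per-plate limit, mean inhibition of low control wells plus 3 SD, cut at about 25% in these data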;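 note: 0% = DMSO wells with enzyme and 100% = wells lacking Arfgap1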
Target sequence (Q62848 1-136 limits assumed): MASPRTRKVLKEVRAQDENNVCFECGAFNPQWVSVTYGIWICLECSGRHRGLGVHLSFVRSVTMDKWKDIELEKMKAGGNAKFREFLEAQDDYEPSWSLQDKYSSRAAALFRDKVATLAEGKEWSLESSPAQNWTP
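Assay system: purified rat His6-Arfgap1 residues 1-136 (GAP domain); Reagent: human Δ17 ARF1 bound to GTP; Dosing: 16.5 µM single point, 1.26% DMSO; Times: GTP hydrolysis reaction 2 h at 25 °C; Signal: FP, GDP Alexa 633 tracer displaced from anti-GDP antibody, 620/688 nm; Measure: % inhibition from polarization.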
LEDGF integ inh: blockers of LEDGF/p75-dependent integrase strand transfer – biochemical, TR-FRET, high throughput, primary screen; 0.64% of 370,000 active; TR-FRET IN-LEDGF/p75 DNA integration, Eu/Cy5; inhibition, % at 3.7 µM; HIV-1 integrase (with human LEDGF/p75); AID 743269, 2014;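 active = inhibition above the screen-wide mean plus 3 SD, cut at about 13% in these data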;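 note: signal is the Cy5 over europium emission ratio at 671 and 618 nm; 0% = plate median of compound wells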
ASAP1 inh: inhibitors of human ASAP1 ArfGAP activity, primary screen, biochemical, fluorescence polarization; Arf-GAP with SH3 domain, ANK repeat and PH domain-containing protein 1 (Homo sapiens), …; ASAP1-stimulated ARF1 GTP hydrolysis, GDP FP detection; inhibition, % at 16.5 µM; 0.19% of 360,000 active; AID 624377, 2012; in the data active = inhibition above about 25%;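 note: 0% = vehicle with enzyme and substrate and 100% = no enzyme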
proKLK7 act: proKLK7 zymogen activators, primary screen, biochemical, fluorescence intensity. Kallikrein-7 (Homo sapiens), P49862. purified proKLK7, EDANS-DABCYL substrate fluorescence; 100% is mature enzyme control, 0% vehicle. activation, % at 7 µM. 0.9% of 370,000 active. AID 652039, 2013;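 active = activation above the mean of all tested compounds plus 3 SD, computed per campaign excluding outliers beyond control limits, cut at about 13% in these data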
ADAM17 inh: ADAM17 inhibitors, primary screen, biochemical, QFRET; Disintegrin and metalloproteinase domain-containing protein 17 (Homo sapiens), P78536; recombinant ADAM17, EDANS/DABCYL FRET peptide cleavage; inhibition, % at 6.95 µM; 0.83% of 370,000 active; AID 720648, 2013;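 active = inhibition above the mean of compounds lying between control limits plus 3 SD, set per campaign, cut at about 8.5% in these data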;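 note: 0% = DMSO-only wells as the low control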
TDP2 absorb: human TDP2 enzyme inhibitors, primary screen, biochemical, epi absorbance, recombinant enzyme | Tyrosyl-DNA phosphodiesterase 2 (Homo sapiens), O95551 | T5PNP hydrolysis, p-nitrophenol absorbance 415 nm | inhibition, % at 12.8 µM | 0.34% of 370,000 active;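 active = inhibition above the mean of all tested compounds plus 3 SD, set per campaign, cut at about 25% in these data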;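 note: 0% = DMSO with enzyme and 100% = buffer with substrate but no TDP2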
Target sequence (O95551 whole entry, looked up): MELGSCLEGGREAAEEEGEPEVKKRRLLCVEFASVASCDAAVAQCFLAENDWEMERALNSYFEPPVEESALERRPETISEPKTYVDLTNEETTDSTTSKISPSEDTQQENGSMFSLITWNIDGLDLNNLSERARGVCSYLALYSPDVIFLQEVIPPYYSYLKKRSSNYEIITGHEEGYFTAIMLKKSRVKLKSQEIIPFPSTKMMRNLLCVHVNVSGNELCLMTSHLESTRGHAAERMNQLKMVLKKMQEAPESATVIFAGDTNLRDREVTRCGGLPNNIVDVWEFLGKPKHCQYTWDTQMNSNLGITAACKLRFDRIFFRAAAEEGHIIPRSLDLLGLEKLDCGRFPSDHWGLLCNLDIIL
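Assay system: recombinant human TDP2 / Reagent: T5PNP substrate at 5 mM, a TopII-DNA adduct mimic / Measured by: epi absorbance from released p-nitrophenol / Evaluation: % inhibition relative to enzyme-containing and enzyme-free wells / Control set: enzyme-free and DMSO wells / Replicates: each compound tested once, singlicate / Schedule: enzyme reaction with compound for 2 h at 37 °C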
Tn6 DDE FP: inhibitors of Tn6 peptide binding to fibrin DD(E), primary screen, biochemical, fluorescence polarization, human fibrin, Tn6 probe | Fibrinogen beta chain (Homo sapiens), P02675 | Fibrin DD(E) TRITC-Tn6 fluorescence polarization displacement | inhibition, % at 8.3 µM | 0.21% of 370,000 active | AID 720509, 2013;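 active = inhibition above a per-campaign cutoff: mean of compounds within control limits plus 3 SD, cut at about 15% in these data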;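 note: 0% = median of all compound wells on the plate and 100% = blocking peptide control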
PLCg1 inh: PLC-gamma1 enzyme inhibitors, primary screen, biochemical, fluorescence, purified enzyme | 1-phosphatidylinositol 4,5-bisphosphate phosphodiesterase gamma-1 (Homo sapiens), P19174 | fluorogenic substrate | inhibition, % at 12.2 µM | 0.84% of 370,000 active | AID 720700, 2013; in the data active = inhibition above about 9.5%
* = called active by the depositor.

ASAP1 inh,LEDGF integ inh,proKLK7 act,ARFGAP1 inhibitor,DDE Tn7 FP inh,ADAM17 inh,TDP2 absorb,structure,ADAM10 inh,Tn6 DDE FP,PLCg1 inh
-14,-2,-0.5,-6,-2,-12,-10,Cc1cccc2cc(CN(Cc3ccco3)C(=O)c3ccco3)c(=O)[nH]c12,-12,-6,-6
12,-5,0.0,-14,2,2,5,Cc1ccc(SCc2[nH]nc3c2C(c2ccco2)C(C#N)=C(N)O3)cc1 (configuration not stated),1,7,-4
12,0,0.0,-1,0,-5,7,CC1CCN(C(=O)c2ccccc2NC(=O)c2cccc(S(=O)(=O)N3CCOCC3)c2)CC1,-2,-4,0
-5,-1,-0.8,1,4,-3,6,Cc1ccc2nc(C)cc(Cl)c2c1,-6,-4,-1
-6,-1,-0.3,-6,-2,-2,6,CCN1C[C@@H]2[C@@H]3C(=O)N(C)C(=O)[C@@H]3[C@](C)(C1=O)N2C(=O)c1ccccc1,12,-4,2
-5,-4,-0.6,-1,0,-1,-2,CC(C)(C)c1ccc(NC(=O)COC(=O)c2ccc3ncsc3c2)cc1,-8,5,-4
-4,-1,0.7,-3,-2,-3,12,COc1cc2nc(NC(=O)c3ccco3)sc(=O)c2cc1OC,-3,3,-1
8,-1,-6.5,4,-3,-1,-3,COC(=O)c1cc(CNC(=O)c2ccccc2Cl)ccc1OC,-10,0,0
-6,1,-0.5,1,3,-1,16,CCN1CN=C(NS(=O)(=O)c2ccc(C)cc2)NC1,4,-1,0
8,1,0.3,1,11,-3,4,COc1ccc(N2CCN(S(C)(=O)=O)CC2)cc1,-2,1,-5
5,4,-0.4,7,-2,-3,-2,Cc1cc(=O)n2c3c(cccc13)CCC2,8,-6,5
22,-4,0.3,-1,0,7,-16,Cc1cc(NCC(=O)Nc2ccc(C)c(S(=O)(=O)N3CCOCC3)c2)ccc1Br,6,-2,8
2,-5,0.4,17,0,-6,-18,O=C(N/N=C/c1cccc(O)c1)c1ccccc1O,-2,-6,-26
-4,3,0.9,-5,-2,2,5,CC(C)CC(=O)NC(Nc1ccc([N+](=O)[O-])cc1)C(Cl)(Cl)Cl (configuration not stated),4,6,3
-2,0,0.0,6,1,-3,-1,O=C(Nc1ccc(O)c2c(=O)cc(-c3cccc(Cl)c3)oc12)c1ccc(F)cc1,-5,3,1
13,4,0.6,-7,-4,2,-12,CCCOc1ccc(-c2nc(N)n[nH]2)cc1,3,-7,2
-2,-1,0.5,10,2,-1,3,C[C@H]1CCC[C@@]2(O[C@H](CCO)C[C@@H](O)[C@@H]2O)O1,-1,10,3
-2,-12,-0.5,-5,5,-2,2,CC(C)C1N(C(=O)CN2CCCCC2)CCN1S(=O)(=O)c1ccccc1 (configuration not stated),-12,-4,-5
-8,-1,-0.4,4,-1,1,1,Cc1cc(Br)ccc1SCC(=O)OCC(=O)Nc1ccccc1C#N,4,2,-4
4,0,1.0,5,3,1,-3,O=C(COC(=O)Cc1c(Cl)cccc1Cl)NC1CCCC1,-10,0,2
3,-1,-21,-2,-3,-88,18,CCOC(=O)c1cc(-c2cccs2)nc2c1c(C)nn2-c1ccccn1,-252,-8,-320
-2,2,0.1,-23,-2,-5,7,O=C1CN(C(=O)COC(=O)Cc2ccccc2F)c2ccccc2N1,-5,-3,0
-3,2,0.6,1,2,0,2,CCOC(=O)C1=C(c2ccccc2)OC(N)=C(C#N)C1C1CCCCC1 (configuration not stated),9,-4,-4
1,1,-0.4,-4,5,-3,0,CC(C)(C)n1ncc2c(=O)n(CC(=O)NC3CCCCC3)cnc21,-2,6,-2
1,1,-0.4,-4,-2,-2,8,O=C(Nc1cccc(OCC(=O)N2CCOCC2)c1)c1cccc([N+](=O)[O-])c1,-7,-5,0
10,3,-0.1,-6,3,-2,-1,COc1ccc(CC(=O)Nc2sc3c(c2C(N)=O)CCCC3)cc1,-4,0,-6
10,0,0.6,2,-11,3,-7,Cc1ccc(N2CC(C(=O)Nc3ccc(S(=O)(=O)N4CCCC4)cc3)CC2=O)cc1 (configuration not stated),11,0,15*
14,1,0.3,5,-10,2,-5,Cc1cccc(N2CC(C(=O)Nc3ccc4c(c3)OCCO4)CC2=O)c1C (configuration not stated),8,7,1
-5,-3,-0.2,6,1,0,-3,O=C(CSc1nc2ccccc2[nH]1)Nc1ccc(N2CCOCC2)cc1,-5,6,-3
0,1,0.1,0,-6,4,0,COC(=O)NNC(=O)CCCOc1ccc(Cl)cc1Cl,8,-4,2
7,-4,0.2,15,-3,-5,1,C=CCCC(=O)N1C[C@H]2CON(C)[C@H]2C[C@H]1c1cccc(N2CCOCC2)c1,-20,0,-1
-3,-1,0.1,-8,0,-3,-12,CC1=C(C(=O)N2CCOCC2)CC(CC(=O)NCc2cccs2)C(=O)N1Cc1ccccc1 (configuration not stated),-6,7,1
-22,-2,-0.6,13,2,-3,-3,CCOC(=O)c1sc(=NC(=O)c2ccc(S(=O)(=O)N(C)c3ccccc3)cc2)n(C)c1C,-6,-1,0
8,5,0.2,-7,-2,7,-19,CCOC(=O)c1sc2nc(SCC#N)n(CCCN3CCCC3=O)c(=O)c2c1C,10,8,8
-11,4,-0.4,12,-2,-1,18,O=c1[nH]c(C2CCN(S(=O)(=O)c3ccccc3F)CC2)nc2c1nnn2Cc1ccc(OC(F)(F)F)cc1,-1,-10,3
-4,-4,-3.5,3,2,2,-2,Cc1ccc(S(=O)(=O)Oc2ccc(/C=C(/NC(=O)c3ccccc3)C(=O)Nc3ccccc3)cc2)cc1,9,-11,-15
8,2,-0.4,7,6,-27,0,Cc1oc(C(=O)O)cc1COc1ccc2c3c(c(=O)oc2c1C)CCC3,-148,2,-33
-1,5,-0.6,13,-4,0,0,c1ccc(Oc2cccc(OCCCCN3CCCC3)c2)cc1,2,3,4
4,-4,-0.7,1,0,-4,7,CN(C)C(=S)SCC(=O)NCc1ccc(F)cc1,-7,7,1
-2,4,0.7,-11,3,-1,1,Cc1ccc(Br)cc1S(=O)(=O)N1CCN(c2ccccc2)CC1,2,-9,-2
-12,6,-0.2,-13,6,4,-10,CCOc1cccc(C(=O)Nc2ccccc2C(=O)N2CCOCC2)c1,8,2,2
0,3,0.6,-3,-3,-3,-4,O=C(NN=Cc1ccc2c(c1)OCO2)C1CC1,-4,3,0
-9,0,0.1,5,2,1,-1,Cc1ccc(NC(=O)NNC(=O)COc2ccc3ccccc3c2)cc1,1,0,0
0,2,4.2,3,-2,-25,3,COCCn1nnnc1CN(CCc1ccc(OC)c(OC)c1)Cc1cc2ccc(C)cc2[nH]c1=O,-93,10,-177
-6,-8,-0.5,17,-7,1,-10,COc1ccc(NC(=O)CCC(=O)c2ccc(-c3ccccc3)cc2)cc1,3,2,3
-4,-1,0.0,4,7,-3,14,CC(c1ccon1)N(C)C(=O)CCc1nnc(Cc2ccc(-c3ccccc3)cc2)o1 (configuration not stated),-2,9,0
12,-2,0.1,-4,-4,3,8,CCOC(=O)Cc1csc(Nc2ccc(Cl)cc2)n1,7,9,2
1,-1,0.3,-2,2,-6,9,Cc1ccnc(NS(=O)(=O)c2ccc(NC(=O)CSc3nc(-c4ccccc4)cc(=O)[nH]3)cc2)n1,-13,-6,1
15,-3,-0.3,6,1,-3,1,COc1ccc(CCNS(=O)(=O)c2cc(C(=O)O)c(Cl)cc2Cl)cc1,-5,2,0
-4,4,0.2,-6,3,1,5,CN(C)S(=O)(=O)n1cc(/C=C(\NC(=O)c2ccccc2F)C(=O)NCCN2CCOCC2)c2ccccc21,1,-9,2
-6,4,0.2,1,-3,-4,1,CC(C)C(OC(=O)c1ccco1)C(=O)NC1CCCC1 (configuration not stated),-8,-1,0
-13,-2,0.0,7,-4,2,-9,CC(C)C[C@@H](CN1CCC[C@@H]1CN1C(=S)NC[C@@H]1Cc1ccccc1)N1C[C@H](Cc2ccc(O)cc2)N(CC2CCCCC2)C1=S,-6,-4,-1
-5,1,0.4,-4,0,-1,-9,COc1cccc(-n2c(C)n[nH]c2=O)c1,-6,-3,5
-7,-1,2.7,12,2,-78,1,CC(NC(=O)C1=CC=CN2CCS(=O)(=O)N=C12)c1ccc(Cl)c(Cl)c1 (configuration not stated),-274,-2,-129
-14,-1,0.1,10,5,-3,0,Cc1cc(C)c(C(=O)OCC(=O)NC(=O)c2ccccc2)c(C)c1,-5,3,0
9,2,1.1,7,-1,-2,-1,Fc1ccccc1C1c2[nH]c3ccccc3c2CCN1Cc1ccoc1 (configuration not stated),5,-7,-17
-1,1,-1.0,6,5,-24,5,O=C(NCc1ccco1)/C(=C/c1cccc(C(F)(F)F)c1)c1nc2ccccc2[nH]1,-70,-3,-50
13,0,0.3,4,1,5,0,CC1(C)C(C=C(Cl)Cl)C1C(=O)N(Cc1ccc(Cl)cc1)C1CCS(=O)(=O)C1 (configuration not stated),7,-3,4
11,8,0.1,-1,-3,6,-3,Cc1ccc(Sc2nc3c(c(=O)[nH]c(=O)n3C)n2CCc2ccccc2)cc1,10,7,5
0,3,-0.5,-5,-7,7,-19,O=C(O)/C=C\C(=O)Nc1cccc(NC(=O)c2ccccc2)c1,14,-12,0

Screens as filed in PubChem.

This is a random part of the collection. Share with any hit: about 4.2%.
